# S3 lipid droplet: qHTS Assay for Lipid Storage Modulators in Drosophila S3 Cells; 0.64% of 320,000 active; Drosophila S3 cells, BODIPY lipid droplet fluorescence, 18-24 h; cells fed with added oleic acid; Potency in µM for hits, for the others lipid storage change, negative = inhibition, % at the top dose, mostly 46.1 µM; active means well fitted inhibition curve with a large enough effect in the signal ratio, with a control signal flat, not every such curve was filed as active; inconclusive means small, poorly fitted or top-dose-only effect, or effect the other way, or a change in a side signal; the % refers to the signal ratio
#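 Laser-scanning cytometry quantifies lipid droplet accumulation (500–530 nm total intensity; droplet/cell object ratio) in oleic acid-fed (400 uM added) Drosophila S3 cells treated with a concentration series. 20 uM Triacsin C defined 100% inhibition.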
# S3 lipid droplet cell count max: further read-out of S3 lipid droplet, marked with its call; cell number change, %; measured here: cell count max response;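 cells counted by Cell Tracker Red CMTPX staining in the red channel; peak over a dose series mostly up to 46.1 µM; percent activity relative to internal control wells on each plate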
# An asterisk follows results filed as active; i = inactive; ? = inconclusive; nt = not tested or not shown. On the % scale 0 is the no-effect control and ±100 the full control effect; potency means the concentration at half of the fitted maximal effect.
S3 lipid droplet cell count max	S3 lipid droplet	compound
nt	i	Cc1ccc(NC(=O)CN(C)Cc2nc3ccccc3c(=O)[nH]2)c(Br)c1
nt	?	O=C(NCCCN1CCCC1=O)c1cccc(S(=O)(=O)Nc2ccccc2Cl)c1
nt	i	CC(Sc1nnc(NC(=O)c2cc3ccccc3oc2=O)s1)c1ccccc1 (stereo not given)
5.9	12.1%	CSc1cccc(CN2CCC(CCC(=O)NC3CC3)CC2)c1
-12.1	10.1%	CCOC(=O)C1CCN(c2nc(-c3ccc(C)cc3)nc3ccccc23)CC1
-4.4	7.4%	COc1ccc(CNC(=O)CCNS(=O)(=O)c2ccc(Cl)cc2)cc1
nt	?	COc1cc(/C=N/NC(=O)Nc2ccccc2)ccc1OCCOc1ccccc1C
nt	?	O=C(Nc1ccc(S(=O)(=O)Nc2ccccc2)cc1)C1CC1
-8.7	-3.8%	O=C(O)CC1C(=O)NCCN1Cc1ccc(F)c(F)c1 (stereo not given)
nt	i	CCN(Cc1ccccc1)S(=O)(=O)c1ccc(C(=O)Nc2nnc(C)o2)cc1
15.9	-7.4%	CN1CCc2c(sc3c2C(=O)NC(c2ccc4c(c2)OCO4)N3)C1 (stereo not given)
-2.2	17.3%	O=S(=O)(CC12C3C4C5C1C2C(Br)(C43)C51OCCO1)c1ccccc1 (stereo not given)
nt	?	CCN1CCN(C(=O)c2c(-c3ccccc3)noc2C)CC1
6.8	-18.7%	Cn1c(SCC(N)=O)nnc1-c1ccccc1
nt	?	COc1ccccc1C(=O)NC(CCSC)C(=O)NNC(=O)C(C)Oc1ccccc1F (stereo not given)

# Some of these compounds in order of length of the SMILES, rising.
S3 lipid droplet cell count max	S3 lipid droplet	compound
nt	?	CCN1CCN(C(=O)c2c(-c3ccccc3)noc2C)CC1
nt	i	CC(Sc1nnc(NC(=O)c2cc3ccccc3oc2=O)s1)c1ccccc1 (stereo not given)
nt	i	Cc1ccc(NC(=O)CN(C)Cc2nc3ccccc3c(=O)[nH]2)c(Br)c1

# Next entries.
S3 lipid droplet cell count max	S3 lipid droplet	compound
2.0	-1.7%	O=[N+]([O-])c1ccccc1/C=N/NC1=NCCCCC1
-17.6	3.7%	Cn1c(C(=O)N2CCN(c3ccc(F)cc3)CC2)cc2ccccc21
13.0	-12.1%	O=C(NCC(c1cccs1)N1CCOCC1)c1ccccc1NS(=O)(=O)c1ccc(Cl)c([N+](=O)[O-])c1 (stereo not given)
nt	?	Cc1ccc(Nc2ccc(C(N)=O)cc2[N+](=O)[O-])cc1C
9.5	0.3%	C=CCC1(CC=C)CCCN1C(=O)CC1C(=O)NCCN1Cc1cccc(OC)c1OC (stereo not given)
19.3	3.0%	O=C(O)c1ccc(Cl)c2c1C1C=CCC1C(c1ccccn1)N2 (stereo not given)
nt	?	C=C1CC(C(=O)N/N=C/c2ccc(O)cc2)C1
3.3	-4.5%	COC(=O)C1=NNC2(c3ccc(C)cc3)C(=O)N(c3ccc(C)cc3)C(=O)C12 (stereo not given)
nt	?	CCCOc1ccc(CC(CC(=O)O)(C(=O)O)C(=O)O)cc1
7.5	0.9%	NS(=O)(=O)c1ccc(N/N=C/c2ccc(C(=O)O)cc2)c([N+](=O)[O-])c1
8.4	11.8%	O=C(NCc1cccnc1)C(=O)Nc1nc(-c2ccccc2)cs1
nt	i	Cc1ccc(NC(=O)Cn2cccc2)c(C)c1
nt	?	CCOc1cccc(OCCOc2ccc(C(=O)c3ccccc3)cc2)c1
nt	?	CCOc1cc(N2CCOCC2)c(OCC)cc1NC(=O)CN1C(=O)NC2(CCCCCCC2)C1=O
13.1	7.6%	COc1ccc(C(=O)N=S2CCN(C(=O)c3ccc(Cl)cc3)CC2)cc1

# Next section (four carried over from the part before).
S3 lipid droplet cell count max	S3 lipid droplet	compound
nt	i	Cc1ccc(NC(=O)Cn2cccc2)c(C)c1
nt	?	CCOc1cccc(OCCOc2ccc(C(=O)c3ccccc3)cc2)c1
nt	?	CCOc1cc(N2CCOCC2)c(OCC)cc1NC(=O)CN1C(=O)NC2(CCCCCCC2)C1=O
13.1	7.6%	COc1ccc(C(=O)N=S2CCN(C(=O)c3ccc(Cl)cc3)CC2)cc1
-0.3	-6.5%	C/C(=N\S(=O)(=O)c1ccc(C)cc1)N(C)C
nt	?	CCCC(=O)Nc1ccc(Br)cn1
13.5	6.3%	Cc1cc(S(=O)(=O)NCc2ccccc2)ccc1OCC(=O)NCc1ccncc1
nt	?	O=P(c1ccccc1)(c1ccccc1)C(O)c1ccc(Br)cc1 (stereo not given)
-19.1	-1.0%	CCc1cccc(NS(=O)(=O)c2c(C)n[nH]c2C)c1
-27.8	9.7%	CCn1c(C(O)c2ccccc2)nc2ccccc21 (stereo not given)
nt	?	Cc1[nH]c2ccccc2c1N=Nc1c(C)n(C)n(-c2ccccc2)c1=O
8.7	-25.0%	COc1ccc(/C=C(/NC(=O)c2ccccc2)C(=O)N2CCCC2)cc1
-5.6	i	COc1cccc2cc(C(=O)Nc3ccccc3Cl)/c(=N/NS(=O)(=O)c3ccccc3)oc12
nt	?	O=C(c1ccc2ccccc2c1)N1CCN(c2ccccc2)CC1
nt	?	O=C1c2ccccc2C(=O)N1C1CCCCC1
-8.3	-2.0%	COc1ccc(/C=C/C(=O)NCC(=O)N/N=C/c2cccnc2)cc1
-3.6	-15.6%	O=C(O)c1cc(S(=O)(=O)N2CCCC2)ccc1Br
nt	?	CC(C)CN(C(=O)COC(=O)c1cc2ccccc2oc1=O)C1CCS(=O)(=O)C1 (stereo not given)
nt	0.6%	COc1ccc(C(OC(=O)c2cccs2)C(=O)NCC2CCCO2)cc1 (stereo not given)

# The listing continues:
S3 lipid droplet cell count max	S3 lipid droplet	compound
nt	?	C/C(N)=C(/C#N)C(=O)COC(=O)Cc1coc2cc(C)ccc12
-11.1	-6.8%	CC(C)CC(C(=O)O)N(Cc1ccccc1)Cc1ccccc1 (stereo not given)
5.0	-1.2%	Cn1c(SCCN2CCCC2)nnc1C1CCN(S(=O)(=O)c2ccc(F)cc2)CC1
5.3	14.2%	CC(C1CCN(Cc2nc(C3CC3)no2)CC1)N1CCOCC1 (stereo not given)
16.9	-11.0%	COc1ccc(N2C(=O)c3cccc4cccc(c34)C2=O)nn1
nt	i	O=C(CNC(=O)c1cccs1)NCCN1CCN(c2ccccc2F)CC1
21.1	20.8%	CC(=O)c1ccc(N2CCN(C(=O)C(=O)c3c(C)[nH]c4ccccc34)CC2)cc1
nt	?	CN(Cc1ccccc1)C(=O)c1ccc2c(c1)OCCO2
-9.0	0.3%	O=C(O)/C=C/C(=O)NNC(=O)c1cccc(Br)c1
8.1	1.5%	O=C1CC(c2ccc(O)c(O)c2)Oc2c1ccc(O)c2O (stereo not given)
-2.6	-14.1%	CC(=O)c1ccc(N/C=C/C(=O)c2ccc(Br)cc2)cc1
nt	?	CC1CCCC(NC(=O)COC(=O)c2cc(S(=O)(=O)N3CCCCC3)ccc2N2CCOCC2)C1C (stereo not given)
5.3	19.7%	Cc1cc2cc(CN(Cc3cccs3)S(=O)(=O)c3ccc4c(c3)OCCO4)c(=O)[nH]c2cc1C
-20.3	12.5%	CCCC(c1nnnn1Cc1ccco1)N1CCN(C(=O)c2ccco2)CC1 (stereo not given)
nt	?	O=C(COc1ccc(-n2cnnn2)cc1)Nc1ccc(F)c(F)c1F

# (further entries)
S3 lipid droplet cell count max	S3 lipid droplet	compound
nt	?	C=C(C)c1cccc(C(C)(C)NC(=O)NCCCN2CCCC2=O)c1
-2.6	-24.6%	CN(NC(=O)c1cccc(Cl)c1)c1nc(-c2ccccc2)nnc1C(F)(F)F
8.2	-0.7%	COc1ccc(OS(=O)(=O)c2c(C)noc2C)cc1
nt	?	COc1ccc(/C=N/N2C(=O)c3ccccc3C2=O)cc1
nt	?	C=CCNC(=O)N1c2ccccc2Sc2ccccc21
-1.8	-1.2%	COC(=O)c1ccc(S(=O)(=O)NCCSc2nnc3c4ccccc4n(C)c3n2)cc1
nt	?	Cc1cc(OC(=O)c2ccc(S(=O)(=O)N(C)C)cc2)c([N+](=O)[O-])c(=O)[nH]1
8.8	3.8%	COc1ccc(CN2C3CCC2CC(NC(=O)c2cc(OC)c(OC)c(OC)c2)C3)cc1 (stereo not given)
nt	?	Cc1ccccc1NC(=O)CSc1nnnn1C
nt	?	Cc1ccc(Nc2nnc(SCC(=O)NC(Cc3c[nH]c4ccccc34)C(=O)O)s2)cc1 (stereo not given)
nt	?	OC(CN1c2ccccc2Sc2ccccc21)Cn1nnc2ccccc21 (stereo not given)
nt	?	CCCCNS(=O)(=O)c1ccc(S(=O)(=O)NCc2ccncc2)cc1
1.3	-14.7%	CN1N=C(C(=O)N2CCCC(C(=O)c3cccc(C(F)(F)F)c3)C2)CCC1=O (stereo not given)
nt	?	CCC(=O)Nc1sc(C(=O)N2CCCCC2)c(C)c1C#N
-16.2	8.8%	COc1ccc(C(=O)OCC(=O)N2CCCCCC2)cc1S(=O)(=O)N1CCOCC1

# (cont.)
S3 lipid droplet cell count max	S3 lipid droplet	compound
nt	-5.8%	Cc1ccc(S(=O)(=O)/N=C(/c2ccccc2)N2CCOCC2)cc1
19.6	5.0%	CC(=O)Nc1ccc(NC(=O)c2nccnc2C(=O)O)cn1
nt	?	O=C(CN1CCOCC1)NCCc1ccccc1
nt	?	COc1ccc(CN(Cc2ccc(C(=O)O)cc2)C(=S)Nc2cc(C)cc(C)c2)cc1OC
-12.2	4.5%	Cc1c(CCC(=O)O)c(=O)oc2c(C)c3occ(-c4ccc(Cl)cc4)c3cc12
-10.9	-12.6%	Cc1ccc(C(=O)NCC(=O)OCC(=O)NCCNC(=O)COC(=O)CNC(=O)c2ccc(C)cc2)cc1
nt	?	COc1cc(NC(=O)NCc2ccncc2)cc(OC)c1OC
13.4	-3.5%	Cc1nc(CN(C)Cc2nc(Cc3ccccc3Cl)no2)cs1
nt	?	N#Cc1ccccc1NC(=O)COC(=O)c1ccc2c(c1)OCO2
nt	?	O=C(/C=C/c1ccco1)Nc1ccc(C(=O)N2CCOCC2)cc1
-10.3	-16.9%	CC(=O)c1cccc(NC(=O)COC(=O)c2ccc(S(C)(=O)=O)c([N+](=O)[O-])c2)c1
nt	?	O=C(NCCC1=CCCCC1)c1cc(S(=O)(=O)N2CCOCC2)c(Cl)cc1Cl
-28.4	12.5%	O=C(O)c1cc(S(=O)(=O)O)cc(Nc2c3ccccc3nc3ccccc23)c1O
-10.9	-8.8%	Cn1cccc1Cc1nnc(SCC(=O)NCC2CCCO2)n1C (stereo not given)
nt	?	CCOC(=O)C1CCCN(C(=O)CCCn2nnnc2CN2CCOCC2)C1 (stereo not given)

# Remaining list, next part:
S3 lipid droplet cell count max	S3 lipid droplet	compound
nt	?	Cc1ccc(C(C)C)c(OCC(=O)NNC(=O)C2CSC3(C)CCC(=O)N23)c1 (stereo not given)
-12.7	-10.3%	Cc1cccc(C)c1NC(=O)CNC(=O)c1c(-c2ccccc2)noc1C
-5.7	9.2%	CCCOc1ccc(C(F)(F)F)cc1NC(=O)C1CC(=O)N(Cc2ccco2)C1 (stereo not given)
nt	?	N/C(=N\OC(=O)CC1CCCCC1)c1cccc(Br)c1
-15.8	-6.0%	COc1ccccc1C(=O)NNC(=O)c1ccc2ccccc2c1
nt	?	O=S(=O)(Nc1ccn(-c2ccccc2)n1)c1ccc(Br)cc1
-7.3	-12.6%	Cc1nc(N2CCOCC2)[nH]c(=O)c1[N+](=O)[O-]
nt	?	Nc1nonc1-n1nnc(C(=O)N/N=C/c2ccccc2)c1CSc1ccccc1
0.1	0.1%	COCC(=O)N1CCC(Oc2ccc(C(=O)NCc3cnc(C)cn3)cc2)CC1
8.0	-0.2%	O=C(Nc1cc(-c2ccccc2)[nH]n1)c1ccccc1
8.0	0.9%	Nc1nncn1C(=O)CCCN1C(=O)c2ccccc2C1=O
nt	?	COc1cc(/C=c2\sc3n(c2=O)CCCN=3)ccc1O
nt	?	CC(c1ccccc1)N1CC(C(=O)N2CCN(Cc3ccc(C#N)cc3)CC2)CC1=O (stereo not given)
7.6	-5.4%	CC1CC(C)CN(C(=O)Cc2c(C(=O)O)[nH]c3ccc(Cl)cc23)C1 (stereo not given)
nt	?	CSc1ccc(CN(C)CC(=O)NC(=O)NC(C)(C)C)cc1

# The listing continues:
S3 lipid droplet cell count max	S3 lipid droplet	compound
nt	?	Cc1ccc(S(=O)(=O)NCc2ccc(C(=O)NCCCN3CCN(C)CC3)cc2)cc1
26.5	-10.5%	COc1cc(NC(=O)CSc2nc3ncnc(N)c3[nH]2)c(C(=O)O)cc1OC
-1.5	12.7%	Nc1ccc(C(=O)OCC(=O)Nc2ccc([N+](=O)[O-])cc2C(F)(F)F)cc1
8.7	8.9%	Cc1ccc(C(=O)NNC(=O)C2CCN(S(=O)(=O)c3ccc(C)cc3)CC2)cc1
nt	?	CCC(C)NC(=O)/C=C/c1cccs1 (stereo not given)
nt	?	CCOC(=O)N1CCN(C(=O)CNS(=O)(=O)c2c(C)cc(C)cc2C)CC1
nt	?	O=C(O)c1ccc(Cn2cnc3scc(-c4ccccc4)c3c2=O)cc1
nt	?	CN(C)S(=O)(=O)c1cc(C(=O)NCc2ccccc2)c(Cl)cc1Cl
-3.6	-5.0%	CSc1nc2sc3c(c2c(=O)[nH]1)CCC(C)C3 (stereo not given)
nt	?	CC1(C)O[C@@H]2[C@H](O1)[C@@H](COS(=O)(=O)O)O[C@H]2n1cnc2c(N)ncnc21
-20.1	i	COc1ccc(S(=O)(=O)Nc2c(NC3CCCCC3)c3ccccc3oc2=O)cc1Cl
-14.3	-2.6%	COc1ccc(-n2nc(C(=O)NCC(=O)N3CCN(c4ccccn4)CC3)c3ccccc3c2=O)cc1Cl
nt	9.7%	COc1ccccc1C(=O)OCC(=O)Nc1ccc(Cl)cn1
nt	?	O=C1C(Cc2ccccc2)C(c2ccccc2)N1c1ccccc1 (stereo not given)

# High-throughput results as filed in PubChem.

# Not all compounds are listed; rates above refer to the full screens.
